Bioassay records: PubChem BioAssay, National Center for Advancing Translational Sciences (NCATS)
S3 lipid droplet = qHTS Assay for Lipid Storage Modulators in Drosophila S3 Cells. Drosophila S3 cells, BODIPY lipid droplet fluorescence, 18-24 h; cells fed with added oleic acid. lipid storage change, negative = inhibition, % at the top dose, mostly 46.1 µM; hits show Potency in µM. actives 0.64% (n = 320,000); active = well fitted inhibition curve with a large enough effect in the signal ratio, with a control signal flat, not every such curve was filed as active; inconclusive = small, poorly fitted or top-dose-only effect, or effect the other way, or a change in a side signal; the % refers to the signal ratio
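Drosophila S3 cells loaded with oleic acid (400 uM, as added) and compounds at several concentrations; lipid droplets imaged by 488-nm laser-scanning cytometry, 500–530 nm intensity and object ratio to cell channel. Percent activity normalized to 20 uM Triacsin C.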
S3 lipid droplet cell count max = also measured in S3 lipid droplet; calls as there; cell number change, %; measured here: cell count max response;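 cells counted by Cell Tracker Red CMTPX staining in the red channel; peak over a dose series mostly up to 46.1 µM; percent activity relative to internal control wells on each plate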
* = called active by the depositor; i = inactive; ? = inconclusive; · = no result given. % is scaled to controls: 0 for no effect and ±100 for the full control effect; potency is read from the fitted curve at half-maximal effect. The list is partial (hit frequency here may not be typical).

structure	S3 lipid droplet	S3 lipid droplet cell count max
O=C(CNc1cc(S(=O)(=O)N2CCOCC2)ccc1NCC1CCCO1)Nc1cccc(F)c1 (configuration not stated)	-6.0%	-10.3
O=C(CC(=O)NN=C1CCCC1)NCCc1ccccc1	-9.1%	12.0
CCN(CC(=O)Nc1cccc(S(=O)(=O)N(C)c2ccccc2)c1)Cc1cccs1	?	·
Cc1noc(C)c1-c1ccc2ncnc(NCC3CCCCN3C)c2c1 (configuration not stated)	?	·
COc1ccc(OC)c(/C=C2\N=C(c3ccccc3)OC2=O)c1	-23.5%	23.4
COc1ccccc1CNC(=O)CCS(=O)(=O)c1cccs1	?	·
O=C(OCC(=O)c1c[nH]c2ccccc12)c1cccc(S(=O)(=O)N2CCCCCC2)c1	-5.7%	-13.5
CCN(CC(=O)N1CCOCC1)S(=O)(=O)c1ccc(F)cc1	-17.2%	-3.4

The list continues.
structure	S3 lipid droplet	S3 lipid droplet cell count max
Cc1cc(N2CCC(C)CC2)nc(SCC(=O)c2ccccc2)n1	6.4%	-14.3
O=C(O)CCCN1C(=O)C2C3CCC(O3)C2C1=O (configuration not stated)	?	·
O=C(c1ccncc1)N(c1ccc2oc3c(c2c1)CCCC3)S(=O)(=O)c1cccc([N+](=O)[O-])c1	15.5%	8.9
O=C(/C=C\c1ccc2c(c1)OCO2)Nc1c2c(nn1-c1ccc(Cl)cc1)CSC2	?	·
COc1cc2ccccc2cc1C(=O)Nc1ccc(CN2CCOCC2)cc1	-26.2%	5.3
Cc1nc(SCC(=O)NC(=O)NCCC(C)C)c2c(-c3cccs3)csc2n1	3.3%	8.5
O=C(CN1CCSCC1)N/N=C/c1ccc(F)c(F)c1	?	·
Cc1cc(C)cc(NC(=O)C(=S)NCc2ccccc2)c1	-0.4%	9.5

Next section:
structure	S3 lipid droplet	S3 lipid droplet cell count max
CCOC(=O)C(C)Sc1nc(-c2ccccc2)nc2ccccc12 (configuration not stated)	i	·
COc1ccc(N2C(=O)CNC2=S)cc1	0.7%	-4.9
Cc1cc(NS(=O)(=O)c2ccc(NC(=S)NC(=O)c3ccc(F)cc3)cc2)no1	?	·
CCOC(=O)c1ccc(N2Cc3cc(C)c(C)cc3C2)cc1O	i	·
CS(=O)(=O)N(Cc1ccc(C(=O)NC2CCCC2)cc1)c1ccccc1	7.2%	-6.7
CCC(=O)NCC(c1ccco1)N1CCN(c2ccc(OC)cc2)CC1 (configuration not stated)	?	·
COc1ccc(OC)c(-c2cc(C(=O)Nc3c(C)nn(Cc4ccccc4C)c3C)no2)c1	?	·
CCOC(=O)c1ccc(NC(=O)CN2C(=O)C(CC)SC(CC)C2=O)cc1 (configuration not stated)	5.7%	5.7

(continued)
structure	S3 lipid droplet	S3 lipid droplet cell count max
COc1cc([N+](=O)[O-])ccc1NC(=O)C[n+]1ccccc1	4.2%	19.4
COc1cccc(C(=O)NCCS(=O)(=O)N2CCc3ccccc3C2)c1	16.9%	22.7
CCOC(=O)c1c2ccc(OCC(=O)N/N=C/c3ccccc3C(F)(F)F)cc2n2ccccc12	?	·
COc1ccc(CNC(=O)Cn2c(=O)oc3ccccc32)cc1OC	i	·
COc1ccc2c(c1)C(=O)C(=O)N2CC1COc2ccccc2O1 (configuration not stated)	?	·
C/C(=N\Nc1ccccn1)c1ccc(OC(F)F)cc1	?	·
Cc1ccccc1NC(=O)C1CCCN(S(=O)(=O)c2cnc[nH]2)C1 (configuration not stated)	i	·
O=C(COc1ccccc1)Nc1nnc(-c2ccc3c(c2)CCCC3)o1	19.9%	12.0

New compounds follow
structure	S3 lipid droplet	S3 lipid droplet cell count max
C/C(CC(=O)NCc1ccco1)=N\NC(=O)c1ccc(Cl)cc1Cl	-14.1%	6.4
COCCCNCCCCOc1cccc(Br)c1	0.8%	1.7
Cc1cc(NC(=O)c2ccc3c(c2)C(=O)N(C2CCCCC2)C3=O)no1	?	·
COCCN1C(=O)N[C@@H](c2ccccc2)C(C(=O)OC)=C1C	-7.9%	2.9
O=C(NNS(=O)(=O)c1ccc(F)cc1)c1cnccn1	?	·
Cc1cccc(N2C(=O)CC(Sc3nc(C)cc(C)n3)C2=O)c1 (configuration not stated)	?	·
CCOC(=O)N1CCC(Nc2c(-c3ccccc3)c(=O)c2=O)CC1	?	·
CCC1CCCCN1CCCNC(=O)C1CC(=O)N(CCc2ccccc2)C1 (configuration not stated)	?	·

Further records.
structure	S3 lipid droplet	S3 lipid droplet cell count max
O=C(O)COCC(=O)NC1CCN(Cc2ccccc2)CC1	0.6%	22.8
CCOC(=O)c1ccc2c(c1)nc(SCc1cn3ccsc3n1)n2CC	?	·
COc1ccc(NC(=O)/C=C/c2c(Cl)nc3ccccn23)cc1	8.9%	18.1
O=C1CC(c2ccc(Cl)cc2)CC(O)=C1C=NCCO (configuration not stated)	i	17.4
COc1cccc(CNC(=O)c2cccnc2Sc2ccc(Cl)cc2)c1	?	·
CCOC(=O)c1c(CN2CCN(CCO)CC2)n(-c2ccccc2)c2cc(Br)c(O)cc12	-8.1%	-5.8
Cc1ccccc1CCNC(=O)CCn1nc(C)c2c(C)n(-c3ccccc3)nc2c1=O	?	·
O=C(c1cc(C2CC2)on1)N1CCN(C(c2ccccc2)c2ccccc2)CC1	-19.2%	·

(continued)
structure	S3 lipid droplet	S3 lipid droplet cell count max
Cc1cccc(-n2c(N)cc(=O)[nH]c2=S)c1C	?	·
COc1ccc(C(=O)Nc2ccc3nc(N4CCCCC4)cc(C)c3c2)cc1OC	17.4%	9.2
N#Cc1ccsc1NC(=O)CN1CCN(c2ccccc2)CC1	14.4%	8.1
CC(=O)c1cc(-c2ccccc2)n(CC(=O)N2CCC(N3CCCCC3)CC2)c1C	?	·
CCN(CC)CCCNC(=O)c1ccccc1NC(=O)C1=CSCCO1	?	·
O=C(Nc1nc(-c2ccccc2)cs1)c1ccc(S(=O)(=O)N2CCc3ccccc32)cc1	?	·
Cc1[nH]c2ccccc2c1N=Nc1ccc(F)cc1	?	·
CCCCn1c(N)c(N(CCC(C)C)C(=O)c2cc(CC)c(C)s2)c(=O)[nH]c1=O	?	·

New compounds follow:
structure | S3 lipid droplet | S3 lipid droplet cell count max
CC(NC(=O)c1cc2c(=O)n3ccccc3nc2n(CC2CCCO2)c1=N)c1ccccc1 (configuration not stated) | ? | ·
O=C(CS(=O)(=O)c1ccc(C(F)(F)F)cn1)NNC(=O)c1ccccc1 | ? | ·
Cn1c(SCC(=O)N2CCCCC2)nnc1-c1ccc(S(=O)(=O)N2CCOCC2)cc1 | i | 14.6
Cc1cc(-c2ccccc2)nc(N(C)NC(=O)c2cccc(C(F)(F)F)c2)c1S(C)(=O)=O | ? | ·
O=C(CSc1nc(-c2ccccc2)cc(=O)[nH]1)N1CCOCC1 | ? | ·
CNc1nc(OC)nc(N2CCOCC2)n1 | ? | ·
Cc1ccc(CNC(=O)c2ccc3c(c2)NC(=O)C(N2CCOCC2)S3)cc1 (configuration not stated) | ? | ·
CCOCCCNC(=S)N1CCCN(c2nc3c(C)c(C)ccc3cc2C#N)CC1 | -12.0% | -5.6

Additional records:
structure | S3 lipid droplet | S3 lipid droplet cell count max
COC(=O)Nc1c(C(=O)OC)cc(OC)c(OC)c1OC | 16.4µM* | -8.2*
Cc1cc(N=Nc2c(O)c3ccccc3[nH]c2=O)ccc1N=Nc1ccc(C(=O)N(C)C)cc1 | 20.6µM* | -11.6*
COC(=O)c1ccc(Nc2cc(C)nc3nc(C)nn23)cc1 | 7.4% | 2.3
O=C1CC(c2ccccc2Br)c2cc3c(cc2N1)CCC3 (configuration not stated) | ? | ·
CC(C)N(C(=O)CSc1nnc(-c2cc3ccccc3cc2O)n1Cc1ccco1)C(C)C | i | ·
O=C1c2ccccc2N2C(=O)c3ccccc3C2N1Cc1ccco1 (configuration not stated) | ? | ·
N#Cc1ccc(-n2c(-c3ccccc3)nnc2-c2ccccc2)cc1C#N | ? | ·
O=C(C1CCCO1)N1CCC(O)(c2ccccc2)CC1 (configuration not stated) | ? | ·

The listing continues.
structure | S3 lipid droplet | S3 lipid droplet cell count max
COc1cccc(-c2cc(C(=O)Nc3cccnc3)c3ccccc3n2)c1 | 8.2µM* | ·
CC1=CC(c2ccccc2)n2nc(N3C(=O)C4CC=CCC4C3=O)nc2N1 (configuration not stated) | 8.3% | -7.9
O=C(N/N=C/c1ccccc1)C(=O)N/N=C/c1ccccc1 | ? | ·
Cc1cccc(NC(=S)NC(=O)/C=C/c2ccco2)c1 | -11.4% | -12.6
COc1ccccc1NC(=O)CN1C(=O)CCS(=O)(=O)c2ccccc21 | ? | ·
Cc1ccc(-c2cc(C(F)F)nc(NCc3cccnc3)n2)cc1 | -6.4% | -17.9
Cc1nnc(SCC(=O)N(CC(C)C)C2CCS(=O)(=O)C2)n1N (configuration not stated) | ? | ·
O=S(=O)(c1ccc(C(F)(F)F)cc1)N1CCN(CCc2ccccc2)CC1 | ? | ·

Next entries.
structure | S3 lipid droplet | S3 lipid droplet cell count max
O=C(Nc1ccc2c(c1)OCO2)c1cc(C2CC2)on1 | i | ·
O=C(Cc1ccc([N+](=O)[O-])cc1)OCc1c(F)cccc1Cl | ? | ·
CCCCOc1ccc(C(=O)NCC(=O)NC2CC2)cc1 | ? | ·
O=C(Nc1nnc(C2CC2)s1)c1ccco1 | 14.1% | 9.1
Nn1c(SC/C=C/c2ccccc2)nnc1-c1cccnc1 | i | -21.1
O=c1cc(CSc2nnc(COc3cccc4ccccc34)o2)c2ccccc2[nH]1 | -1.7% | 8.7
CC12CCC(=O)N1C(C(=O)NCCN1C(=O)S/C(=C\c3ccccc3F)C1=O)CS2 (configuration not stated) | ? | ·
COc1cccc(S(=O)(=O)N2CCN(C(=O)c3ccco3)CC2)c1 | i | ·

(list continues)
structure | S3 lipid droplet | S3 lipid droplet cell count max
Cc1cccc(-n2cnc(C(=O)O)c2)n1 | -1.2% | -5.8
Cc1sc2ncn3c(C)nnc3c2c1C | -24.8% | 9.9
CC(C)Oc1ccc(NC(N)=O)cc1 | -15.5% | ·
CC(=O)c1ccc(S(=O)(=O)Nc2ccc(C(=O)NCC(c3ccccc3)N(C)C)cc2)cc1 (configuration not stated) | ? | ·
COc1ccc(N2CCN(C(=O)c3ccc(N4CCCCS4(=O)=O)cc3)CC2)cc1 | 9.6% | 0.6
O=S1(=O)N=C(Nc2ccc(O)c(CN3CCCCC3)c2)c2ccccc21 | ? | ·
O=C(Nc1ccccc1O)c1nc(Cl)ccc1Cl | -0.5% | 10.0
CCCOc1ccc(CSC2=NCCN2)cc1[N+](=O)[O-] | 5.2% | -10.9

Other results:
structure | S3 lipid droplet | S3 lipid droplet cell count max
O=C(Nc1ccccc1F)c1oc2ccccc2c1NC(=O)C1CC1 | i | ·
S=c1[nH]nc(-c2ccco2)n1C1CCCCC1 | -6.8% | -0.4
O=C(CN1CCC(NC(=O)c2ccco2)CC1)Nc1ccccc1C(F)(F)F | 4.6% | 2.6
COc1ccc(CNC(=O)C/C(C)=N/NC(=O)c2ccc([N+](=O)[O-])cc2Cl)cc1 | -2.8% | -0.6
O=C(COc1ccc(F)cc1)c1c(O)cc(O)cc1O | 4.5% | 7.2
COc1cc(O)c(C(CC(=O)N2CCOCC2)c2ccc3c(c2)OCO3)c(OC)c1 (configuration not stated) | 17.7% | 6.4
N#CCC(=O)N/N=C/c1cc([N+](=O)[O-])ccc1N1CCCC1 | 6.3% | 7.2
COc1cccc(-c2noc(Cn3nc(C(=O)O)c4ccccc4c3=O)n2)c1 | ? | ·

The listing continues:
structure | S3 lipid droplet | S3 lipid droplet cell count max
CCc1nc2c(c(=O)c3ccccc3n2C)c(=O)n1-c1ccc(F)cc1 | ? | ·
Nc1cc(Cl)ccc1Oc1ccccc1 | ? | ·
COc1ccc(Cl)cc1NC(=O)Cn1cccc1 | ? | ·
c1ccc(CSc2ncccn2)cc1 | 20.4% | 23.1
Cc1nn(CC(=O)NC2CCS(=O)(=O)C2)c(C)c1S(=O)(=O)N(C)C (configuration not stated) | ? | ·
CC(C(=O)O)n1nc(-c2ccccc2)c2ccccc21 (configuration not stated) | ? | ·
CC(=O)Nc1ccc(S(=O)(=O)N(C)CC(=O)OCC(=O)N(CC(C)C)C2CCS(=O)(=O)C2)cc1 (configuration not stated) | 0.2% | 5.8
O=C(O)c1cccc(CSc2nc(-c3ccccc3)cc(C(F)(F)F)n2)c1 | ? | ·

(next part)
structure | S3 lipid droplet | S3 lipid droplet cell count max
CCN1CCN(CC(=O)Nc2cc(C(F)(F)F)ccc2OCCOC)CC1 | ? | ·
Cc1ccc(S(=O)(=O)N(C)C)cc1NC(=O)c1ccncc1 | ? | ·
CCCCCCNC(=O)N[C@@H](C(=O)NCCC[C@H]1CN2C(=NC[C@@H]2Cc2ccccc2)N1CCc1cccc(OC)c1)C(C)C | 3.8% | -0.2
COc1cccc(OC)c1C(=O)N1CCN(Cc2cccnc2)CC1 | ? | ·
O=C(CSc1nc2ccccc2s1)Nc1cc(S(=O)(=O)N2CCOCC2)ccc1O | -6.4% | -22.2
Cn1c(Cl)c(/C=N/OC(=O)c2cccc(Cl)c2)c2ccccc21 | ? | ·
COc1ccc(CCNC(=O)CCNS(=O)(=O)c2cccc3nonc23)cc1OC | ? | ·
O=C(N(c1ccccn1)c1ccccn1)C12CC3CC(CC(C3)C1)C2 | ? | ·

Among those listed so far, six contain a COOH group.
structure | S3 lipid droplet | S3 lipid droplet cell count max
O=C(O)CCCN1C(=O)C2C3CCC(O3)C2C1=O (configuration not stated) | ? | ·
O=C(O)COCC(=O)NC1CCN(Cc2ccccc2)CC1 | 0.6% | 22.8
Cc1cccc(-n2cnc(C(=O)O)c2)n1 | -1.2% | -5.8
COc1cccc(-c2noc(Cn3nc(C(=O)O)c4ccccc4c3=O)n2)c1 | ? | ·
CC(C(=O)O)n1nc(-c2ccccc2)c2ccccc21 (configuration not stated) | ? | ·
O=C(O)c1cccc(CSc2nc(-c3ccccc3)cc(C(F)(F)F)n2)c1 | ? | ·
